Screening results as filed in PubChem BioAssay.
Growth percent in the NCI-60 one-dose screen (48 h, 10 µM unless noted): 100 = growth as untreated, 0 = no growth, -100 = all killed.
M14: M14 melanoma | 80,000 compounds, 6.2% hits
A549/ATCC: A549/ATCC NSCLC; 81,000 compounds, 3.7% hits
RPMI-8226: RPMI-8226 leukemia cells | 77,000 compounds, 7.5% hits | AID 1794781
HOP-62: HOP-62 NSCLC; 80,000 compounds, 3.9% hits
MDA-MB-435: MDA-MB-435 melanoma. 82,000 compounds, 7.8% hits
EKVX: EKVX NSCLC. 71,000 compounds, 3% hits. AID 1794765
CCRF-CEM: CCRF-CEM leukemia; AID 1794778; 77,000 compounds, 7% hits
HOP-92: HOP-92 NSCLC cells | 71,000 compounds, 6.3% hits | AID 1794738
* marks the source's active call; other numbers are inactive results; . = no result given; & = joins results of further samples; ! = not active in a repeat. Rule for the calls: active = growth percent below 10; inactive = the rest.

Start of the listing, in advance (twelve entries):
nr | canonical_smiles | M14 | A549/ATCC | RPMI-8226 | HOP-62
1 | Cc1cc(C(=O)Nc2cc(Oc3ccc4nc(NC(=O)C5CC5)cn4n3)ccc2C)n(C)n1 | -8.3* | 11 | 49 | 14
2 | COc1ccc2c(c1)c(C(=O)c1nc(-c3cn(C)c4ccc(Br)cc34)no1)cn2C | 86 | 80 | 93 | 94
3 | CN(C)c1ccc2nc3ccc(=[N+](C)C)cc-3sc2c1 | 3.9*! | 3.9*! | 40&34&40 | 47&25&59
4 | CCCCCCCCCCCC[N+](C)(C)Cc1ccccc1 | 7.2* | 71 | -48* | 28
5 | CCN(CCCCOC(=O)c1ccc(OC)c(OC)c1)C(C)Cc1ccc(OC)cc1 (centres undefined) | 113&93 | 103&103 | 97&86 | 95&90
6 | COc1cc2nccc(Oc3ccc(NC(=O)C4(C(=O)Nc5ccc(F)cc5)CC4)cc3)c2cc1OC | -12* | 2.3* | 26 | 9.0*
7 | COc1ccc2c(c1)c(-c1noc(C(=O)c3cn(C)c4ccccc34)n1)cn2C | 105 | 86 | 106 | 97
8 | CCN1C[C@@H](C)n2c(c(O)c3c(=O)n(Cc4ccc(F)c(Cl)c4)nc(C(=O)NC)c32)C1=O | 30 | 11 | 19 | 26
9 | CN(C)C(=O)c1cc2cnc(Nc3ccc(N4CCNCC4)cn3)nc2n1C1CCCC1 | 75 | 49 | 25 | 57
10 | CC1=C(C(=O)Nc2ccc(S(N)(=O)=O)cc2)C(c2cccc(O)c2)NC(=O)N1 (centres undefined) | 108 | 113 | 114 | 102
11 | CNC(=O)c1cc(Oc2ccc(NC(=O)Nc3ccc(Cl)c(C(F)(F)F)c3)c(F)c2)ccn1 | -28* | -2.1* | -34* | -48*
12 | Cc1scc2c1N(C(=O)CN1CCN(C)CC1)c1ccccc1NC2=O | 111 | 104 | 113 | 103

nr | MDA-MB-435 | EKVX | CCRF-CEM | HOP-92
1 | 34 | 59 | 30 | -26*
2 | 88 | 100 | 87 | 102
3 | -14*! | 47&42 | 2.9*! | 77&44&63
4 | 12 | . | -16* | .
5 | 109&102 | 89&78 | 94&92 | 76&53
6 | 8.7* | 23 | 19 | -37*
7 | 102 | 111 | 95 | 100
8 | 27 | . | 40 | .
9 | 76 | 81 | 23 | 73
10 | 102 | 99 | 100 | 114
11 | -57* | -3.9* | 1.4* | -20*
12 | 110 | 107 | 108 | .

Results, repeating the preview:
nr | canonical_smiles | M14 | A549/ATCC | RPMI-8226 | HOP-62
1 | Cc1cc(C(=O)Nc2cc(Oc3ccc4nc(NC(=O)C5CC5)cn4n3)ccc2C)n(C)n1 | -8.3* | 11 | 49 | 14
2 | COc1ccc2c(c1)c(C(=O)c1nc(-c3cn(C)c4ccc(Br)cc34)no1)cn2C | 86 | 80 | 93 | 94
3 | CN(C)c1ccc2nc3ccc(=[N+](C)C)cc-3sc2c1 | 3.9*! | 3.9*! | 40&34&40 | 47&25&59
4 | CCCCCCCCCCCC[N+](C)(C)Cc1ccccc1 | 7.2* | 71 | -48* | 28
5 | CCN(CCCCOC(=O)c1ccc(OC)c(OC)c1)C(C)Cc1ccc(OC)cc1 (centres undefined) | 113&93 | 103&103 | 97&86 | 95&90
6 | COc1cc2nccc(Oc3ccc(NC(=O)C4(C(=O)Nc5ccc(F)cc5)CC4)cc3)c2cc1OC | -12* | 2.3* | 26 | 9.0*
7 | COc1ccc2c(c1)c(-c1noc(C(=O)c3cn(C)c4ccccc34)n1)cn2C | 105 | 86 | 106 | 97
8 | CCN1C[C@@H](C)n2c(c(O)c3c(=O)n(Cc4ccc(F)c(Cl)c4)nc(C(=O)NC)c32)C1=O | 30 | 11 | 19 | 26
9 | CN(C)C(=O)c1cc2cnc(Nc3ccc(N4CCNCC4)cn3)nc2n1C1CCCC1 | 75 | 49 | 25 | 57
10 | CC1=C(C(=O)Nc2ccc(S(N)(=O)=O)cc2)C(c2cccc(O)c2)NC(=O)N1 (centres undefined) | 108 | 113 | 114 | 102
11 | CNC(=O)c1cc(Oc2ccc(NC(=O)Nc3ccc(Cl)c(C(F)(F)F)c3)c(F)c2)ccn1 | -28* | -2.1* | -34* | -48*
12 | Cc1scc2c1N(C(=O)CN1CCN(C)CC1)c1ccccc1NC2=O | 111 | 104 | 113 | 103

nr | MDA-MB-435 | EKVX | CCRF-CEM | HOP-92
1 | 34 | 59 | 30 | -26*
2 | 88 | 100 | 87 | 102
3 | -14*! | 47&42 | 2.9*! | 77&44&63
4 | 12 | . | -16* | .
5 | 109&102 | 89&78 | 94&92 | 76&53
6 | 8.7* | 23 | 19 | -37*
7 | 102 | 111 | 95 | 100
8 | 27 | . | 40 | .
9 | 76 | 81 | 23 | 73
10 | 102 | 99 | 100 | 114
11 | -57* | -3.9* | 1.4* | -20*
12 | 110 | 107 | 108 | .

(cont.)
nr | canonical_smiles | M14 | A549/ATCC | RPMI-8226 | HOP-62
13 | Nc1ncnc2c1c(-c1cccc(OCc3ccccc3)c1)cn2C1CC(CN2CCC2)C1 (centres undefined) | -78* | 4.8* | -24* | -29*
14 | CN(C)c1ccc(C2=NN(c3ccc(S(=O)(=O)NC(=O)NCc4ccccc4)cc3)C(c3ccc(Cl)cc3)C2)cc1 (centres undefined) | 98 | 79 | 66 | 97
15 | CCCOc1ccc2nc(NC(=O)OC)[nH]c2c1 | 2.8* | 13 | 7.8* | 34
16 | COc1ccc(C(=O)c2ccccc2)c(O)c1 | 97&105 | 108&103 | 51&100 | 83&95
17 | Cc1ccccc1OCC(O)CO (centres undefined) | 104&111 | 103&103 | 109&104 | 99&98
18 | O=C(O)Cc1sc(-c2ccccc2)nc1-c1ccc(Cl)cc1 | 95 | 109 | 92 | 99
19 | Cn1cc(-c2nnc(-c3cn(C)c4ncc(Br)cc34)s2)c2ccccc21 | 97 | 92 | 92 | 102
20 | Cc1cc(CC(C)CC(C)(C)C)n(O)c(=O)c1 (centres undefined) (tested in a mixture with another compound) | -36* | 20 | 40 | .
21 | Cn1cc(-c2nc(N)nnc2-c2c[nH]c3ccccc23)c2cc(F)ccc21 | 90 | 96 | 88 | 87
22 | Cc1cc(Cl)ccc1NC(=O)Nc1ccc2nc(NS(=O)(=O)c3ccc4ccccc4c3)sc2c1 | 106 | 85 | 94 | 109
23 | CC[C@H](C)[C@H](N)C(=O)O | 105 | 103 | 104 | 102
24 | CCOC(=O)c1ccccc1O | 87 | 92 | 99 | 88

nr | MDA-MB-435 | EKVX | CCRF-CEM | HOP-92
13 | -44* | 30 | 5.5* | -21*
14 | 100 | 84 | 76 | 85
15 | -49* | 57 | 7.6* | 38
16 | 114&106 | 122&103 | 94 | 62&80
17 | 102&112 | 98&112 | 100&99 | 82&69
18 | 109 | . | 95 | 91
19 | 70 | 81 | 99 | 107
20 | 22 | 24 | 11 | 74
21 | 73 | 77 | 90 | 84
22 | 100 | 92 | 82 | 84
23 | 99 | 107 | . | .
24 | 117 | 108 | 100 | 87

(cont.)
nr | canonical_smiles | M14 | A549/ATCC | RPMI-8226 | HOP-62
25 | COc1cc(C2NC(=O)NC(C)=C2C(=O)Nc2ccc(S(N)(=O)=O)cc2)cc(OC)c1OC (centres undefined) | 101 | 105 | 104 | 102
26 | CCN(CC)C(=O)C1CN2CCc3cc(OC)c(OC)cc3C2CC1OC(C)=O (centres undefined) | 96 | 99 | 105 | 110
27 | Cn1cc(-c2nnc(N)nc2-c2cn(C)c3ccccc23)c2cc(Br)ccc21 | 85 | 84 | 81 | 92
28 | CCn1cc(C(=O)O)c(=O)c2cc(F)c(N3CCNC(C)C3)c(F)c21 (centres undefined) | 101 | 100 | . | 112
29 | O=C(CC(CC(=O)c1cccs1)c1ccc(Cl)cc1Cl)c1cccs1 | 102 | 82 | 83 | 96
30 | CC[C@]12CCCN3CCc4c(n(c5ccccc45)[C@](O)(C(=O)OC)C1)[C@@H]32 | 96 | 111 | 106 | 100
31 | CC(C)(C)NCC(O)COc1cccc2c1C[C@H](O)[C@H](O)C2 (some centres undefined) | 103 | . | 102 | 99
32 | CCCCC(CC)COC(=O)c1ccccc1O (centres undefined) | 114 | 96 | 102 | 101
33 | NS(=O)(=O)c1cccc(N2C(=O)c3ccccc3C2=O)c1 | 103 | 103 | 105 | 98
34 | O=C(O)c1ccc(Nc2ncc3c(n2)-c2ccc(Cl)cc2C(c2c(F)cccc2F)=NC3)cc1 | 58 | 30 | 48 | 38
35 | COc1ccc(C2NC(=O)NC(C)=C2C(=O)Nc2ccc(S(N)(=O)=O)cc2)cc1OC (centres undefined) | 108 | 113 | 106 | 106
36 | O=C(Nc1cccc(Cl)c1)Nc1ncc(CCNc2ncnc3ccsc23)s1 | 10 | 15 | 7.5* | 12

nr | MDA-MB-435 | EKVX | CCRF-CEM | HOP-92
25 | 100 | 98 | 100 | 118
26 | 111 | 103 | 100 | 107
27 | 84 | 77 | 79 | 74
28 | 103 | 109 | . | .
29 | 97 | 87 | 92 | 86
30 | 104 | 107 | 101 | 94
31 | 100 | 102 | 101 | .
32 | 105 | 107 | 96 | 102
33 | 99 | 99 | 101 | 100
34 | 71 | 80 | 37 | 54
35 | 111 | 95 | 98 | 120
36 | 12 | 35 | 10 | 41

More results follow.
nr | canonical_smiles | M14 | A549/ATCC | RPMI-8226 | HOP-62
37 | Cn1cc(-c2nc(N)nnc2-c2c[nH]c3ccc(F)cc23)c2cc(Br)ccc21 | 93 | 83 | 84 | 70
38 | CCCSc1nc(NC(=O)CN2CCN(c3cc4c(cc3F)c(=O)c(C(=O)O)cn4C3CC3)CC2)cc(=O)[nH]1 | 90 | 103 | 92 | 97
39 | O=C(c1ccc2nc(NS(=O)(=O)c3ccc4ccccc4c3)sc2c1)N1CCN(c2ccccc2F)CC1 | 100 | 95 | 104 | 103
40 | COc1ccc(/C=C/C(C)=N/OC(C)C(N)=O)cc1 (centres undefined) | 102 | 104 | 104 | 107

nr | MDA-MB-435 | EKVX | CCRF-CEM | HOP-92
37 | 87 | 91 | 74 | 93
38 | 107 | 61 | 89 | 91
39 | 106 | 115 | 96 | 100
40 | 100 | . | 99 | .

Some of the compounds tested (hit frequency here may not be typical).
